TDP-43 yeast inh: qHTS of TDP-43 Inhibitors; TDP-43 expressing yeast growth rescue, BacTiter-Glo, 24 h; Potency, µM (highest dose often 46.1 µM), for the others: at the highest dose growth rescue (activation), usual class: activators; actives 1.8% (n = 410,000); AID 652104, 2013; further: % of control where 0% means no effect; nearly all actives have a fitted effect of over 50% in size
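Growth rescue of TDP-43-toxic yeast measured as ATP luminescence (BacTiter-Glo). Cells grown to mid-log in raffinose, induced in galactose at OD600=0.02, exposed to compound 24 hr at 30 deg C.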
EPAC2 antagonist: qHTS for Antagonist of cAMP-regulated guanine nucleotide exchange factor 2 (EPAC2): primary screen | Rap guanine nucleotide exchange factor 4 (Homo sapiens), Q8WZA2 | EPAC2 GEF exchange of Rap1B-BODIPY-GDP, fluorescence | Potency, µM (series often up to 114 µM), for inactives: at the highest dose activity, negative = inhibition, most hits filed as inhibitors | actives 0.18% (n = 360,000); further: on the % scale 0 is the no-effect control and ±100 the full control effect; nearly all actives have a fitted effect of over 45% in size; many of its hits are not listed in these tables
EPAC2 ag: qHTS for Agonist of cAMP-regulated guanine nucleotide exchange factor 4 (EPAC2): primary screen; Potency, µM (titrated, usually from 154 µM), for inactives: at the highest dose activation, hits mostly activators; actives 0.079% (n = 360,000); Rap guanine nucleotide exchange factor 4 (Homo sapiens), Q8WZA2; EPAC2 activation, biochemical qHTS; response scale: 100% = 6.5 mM cAMP response; further: nearly all actives have a fitted effect of over 50% in size
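Fluorescence exchange assay: 100 nM EPAC2 with 250 nM RAP1B-BODIPY-GDP and 50 uM GDP; compounds tested as a concentration-titration series (qHTS). Loss of Rap1-bound BODIPY-GDP fluorescence read at 480/540 nm; data normalized to 6.5 mM cAMP.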
FUS yeast rescue: qHTS for Suppressors of FUS Proteinopathy: Primary screen using FUS-linked yeast assay. Potency, µM (top dose mostly 76.6 µM), inactives show at the top dose growth rescue (activation), most hits filed as activators. actives 0.24% (n = 390,000). AID 1347120, 2019. S. cerevisiae FUS-expressing, growth rescue, OD600, 24 h;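 further: plate controls were DMSO vehicle for no effect and reference control for full effect; nearly all actives have a fitted effect of over 55% in size; some results filed as inactive show a strong effect at the top dose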
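Cultures pregrown in 2.5% raffinose medium are shifted to minimal medium containing 2% galactose to express toxic FUS. Compounds are tested at several concentrations. After 24hr at 30C, growth is quantified at 600 nm absorbance.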
EPAC1 agonist: qHTS for Agonist of cAMP-regulated guanine nucleotide exchange factor 3 (EPAC1): primary screen; AID 720707, 2013; EPAC1 agonist qHTS, biochemical assay; response scale: 100% = response to 6.5 mM cAMP; actives 0.073% (n = 360,000); Potency, µM (highest dose often 154 µM), inactives show at the top dose activation, hits mostly activators; further: nearly all actives have a fitted effect of over 60% in size
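EPAC1 100 nM, Rap1B–BODIPY-GDP 250 nM, unlabeled GDP 50 uM; compound titration; 5 min RT; kinetic read ex480/em540 at 5-min intervals ×30 min; data normalized to 6.5 mM cAMP agonist control.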
aSyn yeast inh: qHTS of alpha-syn Inhibitors; Potency, µM (titrated, usually from 46.1 µM), inactives show top-dose growth rescue (activation), most hits filed as activators; AID 652106, 2013; Yeast expressing alpha-synuclein, growth rescue, BacTiter-Glo, 24 h; actives 0.14% (n = 370,000); further: % of control where 0% means no effect; nearly all actives have a fitted effect of over 65% in size
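Readout is rescue of growth in alpha-synuclein-expressing yeast, so inhibitors of toxicity appear as activators. Growth after 24 hr at 30 deg C in galactose medium is quantified by luminescence.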
EPAC1 antag: qHTS for Antagonist of cAMP-regulated guanine nucleotide exchange factor 3 (EPAC1): primary screen | Potency, µM (doses to about 115 µM), for the others: top-dose activity change, negative = inhibition, usual class: inhibitors | EPAC1 GEF assay, Rap1b-BODIPY-GDP exchange fluorescence | AID 720709, 2013 | actives 0.14% (n = 360,000) | Rap guanine nucleotide exchange factor 3 (Homo sapiens), O95398;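 further: plate controls were vehicle for no effect and positive control for full effect; nearly all actives have a fitted effect of over 50% in size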
PTHR1 ag: qHTS for PTHR1 Agonists: Primary Screen. Parathyroid hormone/parathyroid hormone-related peptide receptor (Homo sapiens), Q03431. HEK293 GP2 PTHR1 cells, GloSensor cAMP luminescence, 1 h. Potency, µM (top dose mostly 115 µM), for the others: top-dose activation, usual class: activators. actives 0.075% (n = 410,000). AID 743266, 2014; further: nearly all actives have a fitted effect of over 55% in size; some results filed as inactive show a strong effect at the top dose; inactives centre near -15; many of its hits are not listed in these tables
Target sequence (Q03431 whole entry, looked up): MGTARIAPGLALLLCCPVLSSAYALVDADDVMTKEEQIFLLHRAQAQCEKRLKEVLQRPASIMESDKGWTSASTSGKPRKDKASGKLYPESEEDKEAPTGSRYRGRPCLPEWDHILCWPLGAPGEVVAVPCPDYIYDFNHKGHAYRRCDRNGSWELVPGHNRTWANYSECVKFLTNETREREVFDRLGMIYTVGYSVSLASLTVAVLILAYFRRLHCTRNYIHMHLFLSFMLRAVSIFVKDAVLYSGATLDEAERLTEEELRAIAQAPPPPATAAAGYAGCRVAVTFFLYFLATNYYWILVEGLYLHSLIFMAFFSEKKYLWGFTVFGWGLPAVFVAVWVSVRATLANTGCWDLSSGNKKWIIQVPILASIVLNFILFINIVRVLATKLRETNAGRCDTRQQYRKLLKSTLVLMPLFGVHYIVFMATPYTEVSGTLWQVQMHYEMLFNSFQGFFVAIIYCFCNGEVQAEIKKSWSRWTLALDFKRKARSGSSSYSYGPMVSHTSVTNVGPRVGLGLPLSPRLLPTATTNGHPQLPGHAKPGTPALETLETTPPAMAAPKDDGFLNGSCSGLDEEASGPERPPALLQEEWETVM
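HEK-293-derived GP2 cells expressing PTHR1 and a GloSensor cAMP reporter, 3,000/well, plated overnight, given luciferin plus IBMX (each 0.5 mM as added) for 1 h at 37 °C, then compound for 1 h at 37 °C. Luminescence was read after 15 min at room temperature.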
Numbers without * were called inactive; i = inactive; ? = inconclusive; · = no result given; [ ] = another dose, or the depositor's remark. The call rests on the fitted dose curve; in most records, active means well fitted curve in the direction sought with a large enough effect; inconclusive means small, poorly fitted or top-dose-only effect, or another doubt; inactive means no such curve, though single readings can be large; an effect the other way counts as inactive or inconclusive. Potency means the concentration at half of the fitted maximal effect. Not all compounds are listed; rates above refer to the full screens.

(1) O=[N+]([O-])c1ccc(CN2CC(N3CCCC3)CS2(=O)=O)cc1 (configuration not stated)
(2) COc1cc2cnc(-c3ccccc3)cc2cc1OC
(3) O=C1/C(=C/c2ccco2)CCc2ccccc21
(4) COc1ccc(Nc2nc(C(F)(F)F)nc(C)c2C#N)cc1
(5) Cc1cc(C)c(C#N)c(SCc2cn3ccccc3n2)n1
(6) Cc1cc(NC(=O)COC(=O)C2CC(=O)N(c3cccc(C)c3C)C2)no1 (configuration not stated)
Screen / compound no.	1	2	3	4	5	6
TDP-43 yeast inh	0.0%	6.5%	-11.3%	27.6%	-8.6%	3.3%
EPAC2 antagonist	7.4%	-24.5%	2.6%	-2.6%	-9.3%	-0.9%
EPAC2 ag	3.8%	3.5%	13.9%	-2.9%	1.8%	13.8%
FUS yeast rescue	-11.3%	-4.4%	·	·	·	24.0%
EPAC1 agonist	-5.6%	-15.2%	-0.8%	4.4%	1.8%	3.4%
aSyn yeast inh	14.3%	-2.5%	0.9%	-0.2%	-0.4%	3.4%
EPAC1 antag	7.5%	-21.3%	-1.4%	-0.3%	-11.8%	-21.8%
PTHR1 ag	i	-6.9%	-11.9%	i	-41.0%[inhibitor]	i

(7) O=C(CCc1ccccc1Cl)Nc1cccc(S(=O)(=O)N2CCCC2)c1
(8) COc1ccc(-n2nnnc2-c2cccc(OC)c2)cc1
(9) O=C(CC1(O)C(=O)N(CN2CCOCC2)c2ccccc21)c1ccccc1 (configuration not stated)
(10) Cc1ccc(CNC(=O)Cc2ccc(-n3c(=O)[nH]c4ccsc4c3=O)cc2)cc1
(11) CC(C)CN(C(=O)CSc1nn(-c2ccc(Cl)cc2)c(=S)s1)C1CCS(=O)(=O)C1 (configuration not stated)
(12) Nc1ccn(-c2ccccc2)c(=O)c1
Screen / compound no.	7	8	9	10	11	12
TDP-43 yeast inh	15.5%	12.6µM*	-1.0%	2.6%	-5.0%	9.5%
EPAC2 antagonist	-8.3%	5.1%	-0.7%	-6.6%	-8.9%	3.5%
EPAC2 ag	-3.3%	1.6%	0.5%	-17.6%	15.3%	14.0%
FUS yeast rescue	·	2.5%	1.5%	1.5%	?	-11.4%
EPAC1 agonist	12.2%	2.1%	7.3%	-3.9%	5.6%	3.4%
aSyn yeast inh	5.1%	2.2%	1.7%	-2.6%	0.7%	0.1%
EPAC1 antag	-12.2%	3.5%	-1.9%	15.0%	-28.3%	5.7%
PTHR1 ag	-22.4%	-8.6%	-23.8%	i	-5.7%	i

Reformatted: 2 of the compounds above.
Fields: TDP-43 yeast inh | EPAC2 antagonist | EPAC2 ag | FUS yeast rescue | EPAC1 agonist | aSyn yeast inh | EPAC1 antag | PTHR1 ag
10: Cc1ccc(CNC(=O)Cc2ccc(-n3c(=O)[nH]c4ccsc4c3=O)cc2)cc1
 : 2.6% | -6.6% | -17.6% | 1.5% | -3.9% | -2.6% | 15.0% | i
6: Cc1cc(NC(=O)COC(=O)C2CC(=O)N(c3cccc(C)c3C)C2)no1 (configuration not stated)
 : 3.3% | -0.9% | 13.8% | 24.0% | 3.4% | 3.4% | -21.8% | i

Profiles as entered above.
Record of O=C(CC1(O)C(=O)N(CN2CCOCC2)c2ccccc21)c1ccccc1 (configuration not stated) : TDP-43 yeast inh: -1.0%; EPAC2 antagonist: -0.7%; EPAC2 ag: 0.5%; FUS yeast rescue: 1.5%; EPAC1 agonist: 7.3%; aSyn yeast inh: 1.7%; EPAC1 antag: -1.9%; PTHR1 ag: -23.8%
Record of COc1ccc(-n2nnnc2-c2cccc(OC)c2)cc1 : TDP-43 yeast inh: 12.6µM*; EPAC2 antagonist: 5.1%; EPAC2 ag: 1.6%; FUS yeast rescue: 2.5%; EPAC1 agonist: 2.1%; aSyn yeast inh: 2.2%; EPAC1 antag: 3.5%; PTHR1 ag: -8.6%

Next section.
(13) COc1ccc(C(=O)CSc2cc(C)nc(SCC(=O)c3ccc(C)cc3)n2)cc1
(14) Cc1nsc(N)c1C(=O)O
(15) COC(=O)c1cc(NC(=S)N2CCN(C(=O)C3CCCO3)CC2)cc(C(=O)OC)c1 (configuration not stated)
(16) CCOc1ccc(NC(=O)CNC(=O)c2ccc([N+](=O)[O-])cc2)cc1
(17) Cc1nn(C(C)C(=O)O)c(C)c1[N+](=O)[O-] (configuration not stated)
(18) CC1=NOC(=O)/C1=C\c1ccccc1
Screen / compound no.	13	14	15	16	17	18
TDP-43 yeast inh	5.6%	6.9%	17.7%	0.5%	-7.3%	?
EPAC2 antagonist	4.5%	4.0%	0.1%	5.5%	17.2%	-25.7%
EPAC2 ag	2.8%	4.6%	-1.1%	-3.2%	1.3%	2.0%
FUS yeast rescue	15.8%	-6.8%	15.3%	1.0%	4.9%	1.6%
EPAC1 agonist	-6.1%	-3.2%	-1.1%	-2.7%	1.5%	5.9%
aSyn yeast inh	-10.0%	-7.1%	-1.5%	3.8%	11.1%	-10.8%
EPAC1 antag	11.2%	-6.5%	1.5%	-6.5%	19.8%	10.3%
PTHR1 ag	-83.9%[inhibitor][57.5 µM]	5.2%	-14.3%	-12.2%	i	-17.4%

(19) COC(=O)C1=C(C)N(Cc2ccccc2)C(=NCC(C)C)N[C@H]1c1cccc(C(F)(F)F)c1
(20) CCOc1ccc(NC(=O)N(c2ccccc2)c2ccccc2)cc1
(21) Cc1cc(-c2ccco2)n(CC(=O)NCc2ccccc2)n1
(22) COc1ccc(/C=N/c2oc(-c3ccccc3)cc2C#N)cc1OC
(23) COc1cc(/C=C2/S/C(=N/S(=O)(=O)c3ccccc3)NC2=O)c([N+](=O)[O-])cc1OC
(24) O=[N+]([O-])c1ccc(CSc2ccc(-c3ccccn3)nn2)cc1
Screen / compound no.	19	20	21	22	23	24
TDP-43 yeast inh	4.1%	1.7%	29.4%	10.1%	-8.5%	4.6%
EPAC2 antagonist	-21.3%	0.9%	11.6%	?	3.1%	-5.4%
EPAC2 ag	-0.5%	11.9%	3.0%	4.1%	-11.1%	4.5%
FUS yeast rescue	29.5%	22.8%	-15.3%	7.8%	3.6%	-6.8%
EPAC1 agonist	-8.9%	15.4%	4.5%	-2.5%	-5.5%	12.9%
aSyn yeast inh	?	-5.3%	2.7%	10.2%	-7.3%	-0.5%
EPAC1 antag	-24.5%	-22.8%	-5.4%	-7.9%	-12.2%	13.7%
PTHR1 ag	-29.2%	i	i	-1.7%	-1.5%	-4.4%

Screening data from PubChem.
